DT40 TDP1 no CPT – qHTS for Inhibitors of human tyrosyl-DNA phosphodiesterase 1 (TDP1): qHTS in cells in absence of CPT. AID 686978, 2013. 420,000 tested, 15% active. DT40 Tdp1-/- hTDP1 cells, no CPT, ATP luminescence, 48 h. Potency, µM (highest dose often 46.2 µM), for inactives: top-dose activity change, negative = growth inhibition, most hits filed as inhibitors; note: nearly all actives have a fitted effect of over 55% in size
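Camptothecin absent (DMSO only). Human TDP1-complemented DT40 knockout cells, 400 cells/well, 37 °C for minimum 48 hr; ATP measured via CellTiter-Glo, 30 min dark incubation, luminescence.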
GCN5L2 inh – GCN5L2 (KAT2A) acetyltransferase inhibition | Q92830 | GCN5L2 HAT assay, ThioGlo1 CoA-SH fluorescence | Potency, µM (series often up to 58.9 µM), for inactives: at the highest dose activity change, negative = inhibition, usual class: inhibitors | 390,000 tested, 0.21% active | AID 504327
Target sequence (Q92830 whole entry, looked up): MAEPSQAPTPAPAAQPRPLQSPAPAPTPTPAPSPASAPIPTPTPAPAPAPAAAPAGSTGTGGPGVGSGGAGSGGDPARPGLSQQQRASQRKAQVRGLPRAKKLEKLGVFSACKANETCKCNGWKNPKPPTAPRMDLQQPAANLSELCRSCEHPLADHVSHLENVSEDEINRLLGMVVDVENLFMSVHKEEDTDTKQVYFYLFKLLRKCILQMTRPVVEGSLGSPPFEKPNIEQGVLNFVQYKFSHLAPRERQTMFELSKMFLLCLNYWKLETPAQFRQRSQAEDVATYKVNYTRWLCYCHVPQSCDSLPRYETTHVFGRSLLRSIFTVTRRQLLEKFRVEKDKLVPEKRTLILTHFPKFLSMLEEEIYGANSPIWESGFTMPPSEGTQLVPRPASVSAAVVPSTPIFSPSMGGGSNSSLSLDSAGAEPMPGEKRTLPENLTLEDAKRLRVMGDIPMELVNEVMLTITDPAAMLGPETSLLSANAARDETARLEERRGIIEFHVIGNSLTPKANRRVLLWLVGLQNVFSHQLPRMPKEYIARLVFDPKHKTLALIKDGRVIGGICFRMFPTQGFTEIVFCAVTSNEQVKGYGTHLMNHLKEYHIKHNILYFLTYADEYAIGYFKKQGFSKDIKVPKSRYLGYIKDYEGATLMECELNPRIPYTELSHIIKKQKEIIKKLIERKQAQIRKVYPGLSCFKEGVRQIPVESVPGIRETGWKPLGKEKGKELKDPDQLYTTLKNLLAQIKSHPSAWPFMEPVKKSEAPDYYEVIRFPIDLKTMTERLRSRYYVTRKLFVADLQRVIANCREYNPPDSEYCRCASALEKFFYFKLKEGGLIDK
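ThioGlo1-coupled HAT assay: 20nM GCN5L2, 70uM acetyl-CoA, 75uM H3(1-25) peptide, pH 7.5. Fluorescence read at 340/540nm at start and after 20 min at room temperature.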
TDP1 block – inhibitors of human tyrosyl-DNA phosphodiesterase TDP1 | Q9NUW8 | recombinant TDP1, AlphaScreen DNA substrate cleavage | Potency, µM (highest dose often 130 µM), inactives show top-dose activity change, negative = inhibition, usual class: inhibitors | 350,000 tested, 0.28% active | AID 485290; note: nearly all actives have a fitted effect of over 40% in size
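Enzyme-compound mixtures sat 15 min at room temperature, followed by a 5 min reaction with 15 nM final substrate and 10 min with AlphaScreen beads. Recombinant human Tdp1 was used at 1 nM final.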
* marks the source's active call; other numbers are inactive results; ? = inconclusive; · = not tested or not shown; & = joins results of further samples; [ ] = remark or other dose. Calls come from the whole dose curve; as a rule, active = well fitted curve in the direction sought with a large enough effect; inconclusive = small, poorly fitted or top-dose-only effect, or another doubt; inactive = no such curve, though single readings can be large; an effect the other way counts as inactive or inconclusive. % is set by controls: 0 for no effect and ±100 for the full control effect; potency is the fitted concentration of half-maximal effect.

SMILES	DT40 TDP1 no CPT	TDP1 block	GCN5L2 inh
Cc1cccc(C(=O)N/C(=C/c2ccco2)C(=O)N2CCCCCC2)c1	-4%	6%	-13%
COc1ccc(/C=C/C(=O)c2ccccc2O)cc1	?	11%[21 µM]	-7%
COCc1cc(=O)n2[nH]cc(-c3ccccc3)c2n1	?	·	-14%
Cc1cc(Oc2ccccc2)nc(N)n1	-27%	4%	·
COc1ccc(-c2nnc(N(C)C(=O)c3ccno3)s2)cc1	-16%	1%	0%
CC(C)(C)c1cc(CCC(=O)N2CCCC2)cc(C(C)(C)C)c1O	?	4%	-29%
COc1ccc(OC(=O)C(C)N2C(=O)c3ccccc3C2=O)cc1 (centres undefined)	-18%	·	-17%
COc1cccc(-n2c(SCC(=O)Nc3ccc4c(c3)OCO4)nc3c([nH]c4ccccc43)c2=O)c1	-29%	8%	2%
CCOC(=O)/C(C#N)=C1/C(=O)N(Cc2ccccc2)c2ccccc21	5.2µM*	0%	-24%
CC1(C)CN(c2ccc(CC#N)cc2)C1=O	-12%	3%	-4%
N#Cc1c(SCC(=O)O)nc(-c2ccccc2)c2c1CCCC2	2%	3%	-3%
CCCCCCNC(=O)CSc1nccn1Cc1ccccc1	-20%	7%	?
CS(=O)(=O)c1ccc2nc(NC(=O)c3ccc(NS(=O)(=O)c4ccc(F)c(F)c4)cc3)sc2c1	-30%	-1%	5%
COC(=O)CCCN1C(=O)NC(c2ccc(-c3ccccc3)cc2)C(C(=O)OCc2ccccc2)=C1C (centres undefined)	?	-1%[56.1 µM]	1%
COc1ccc(S(=O)(=O)N2CCCCC2)cc1Br	-15%	7%	-2%
Cc1cc(S(=O)(=O)N2CCOCC2)ccc1OCC(=O)N1CCC(C)CC1	-11%	-2%	-5%
O=C(CN(C1CCCCC1)S(=O)(=O)c1ccc(Br)cc1)NCc1cccnc1	-20%	2%	-22%
COC(=O)C1CCN(S(=O)(=O)c2cc3c4c(c2)CC(=O)N4CCC3)CC1	-14%	-5%	-1%
CCCN(CCC)C(=O)Cn1c(=O)n(-c2ccc(Cl)cc2)c(=O)c2c3c(sc21)CCCC3	-2%	-1%	-10%
O=C(CC1SC(N2CCOCC2)=NC1=O)Nc1ccc(F)cc1 (centres undefined)	-2%	1%	1%
O=c1[nH]c(=S)[nH]c2nc[nH]c12	-6%	-13%	·
CCCOc1ccc(N2C(=O)CC(NCC#N)C2=O)cc1 (centres undefined)	-11%	·	-8%
COC(=O)CSc1nc(C)c(C)c(C)c1C(N)=O	-1%	-3%	0%
CC(C)C[C@H](NC(=O)c1[nH]cnc1C(=O)Nc1ccccc1)C(=O)OC(C)(C)C	?	6%	-21%
COC(=O)c1c(NC(=O)C2CCCCC2)sc2c1CC(C)(C)NC2(C)C	?	·	-1%
CC(C(=O)NC1CCCC1)N1C(=O)c2cccc3cccc1c23 (centres undefined)	-19%	2%	-1%
Fc1ccc(Br)cc1/C=N/N1CCN(c2ccccc2)CC1	20%	·	-6%
O=C(O)C1CCCCC1C(=O)Nc1ccc(Cl)cc1 (centres undefined)	-9%	6%	0%
COc1ccc(CC(=O)OCCc2cc3cc(OC)c(OC)cc3c(=O)o2)cc1	0%	2%	-11%
Cc1ccnc(NC(=O)C2COc3ccccc3O2)c1 (centres undefined)	?	-3%	-1%
NC(=O)SCC(=O)Nc1ccc(Cl)c(Cl)c1	23µM*	4%	-9%
O=C(Nc1ccc(F)cc1F)N1CCCCC1c1cccnc1 (centres undefined)	2%	5%	-5%
CS(=O)(=O)c1ccc2nc(NC(=O)CN3CCC(Cc4ccccc4)CC3)sc2c1	?	·	10%
CC(=O)Nc1ccc(NC(=O)CCOc2ccccc2C)cc1	1%	·	1%
O=[N+]([O-])c1ccc(-c2ccc(/C=N/c3c(-c4ccco4)nc4ccccn34)o2)cc1	7.3µM*	9%	?
CC(C)Oc1ccc(N2CC(C(=O)Nc3ccc4c(c3)OCO4)CC2=O)cc1 (centres undefined)	1%	1%	-2%
CCOC(=O)C1=C(CN2CCN(C)CC2)NC(=O)NC1c1ccc(F)cc1 (centres undefined)	-1%	6%	-6%
Cc1cc(C(F)(F)F)nc2c(Cl)c(C(C)(C)C)nn12	4%	3%	-7%
CCCCC[C@H]1CN(Cc2ccccc2)C(=O)[C@@H]1CC(=O)NCc1ccccc1	14µM*	·	-17%
CC(C)(C)c1cc(NCc2ccccn2)n2ncc(-c3ccccc3)c2n1	4.6µM*	7%	-18%
Cc1cc(=O)[nH]c(SCC(=O)Nc2ccc(F)cc2)c1C#N	-24%	3%	4%
COc1ccc(CN(C)C(=O)CCl)cc1	2.6µM*	1%	-9%
O=C(Cc1c(F)cccc1Cl)N1CCN(C(=O)c2ccco2)CC1	-11%	5%	-8%
Cc1ccc(SCC(=O)NC(=O)c2ccccc2Br)c(C)c1	-26%	-6%	-1%
c1csc(-c2nc3c4ccccc4c4ccccc4c3[nH]2)c1	?	5%	-3%
O=C(/C=C/c1ccccc1[N+](=O)[O-])c1ccccc1Br	8.2µM*	3%	-17%
COc1ccc(NC(=O)c2ccc(NC(=O)c3cccs3)cc2)cc1	-11%	·	-2%
Cc1nc2ncnn2c(C)c1CCC(=O)NCc1cccc(Cl)c1	-3%	6%	0%
COc1ccccc1NC(=O)Cn1c(SCC(=O)N(C)c2ccccc2)nc2ccccc21	?	1%	0%
CCOCCCn1c(=NC(=O)c2ccco2)c(C(=O)OCC)cc2c(=O)n3cccc(C)c3nc21	12µM*	6%	-3%

Going on with the list.
SMILES	DT40 TDP1 no CPT	TDP1 block	GCN5L2 inh
COc1ccc2c(c1)CCC1C2CC[C@@]2(C)C(O)CCC12 (some centres undefined)	-3%	7%[56.1 µM]	-3%
CC(NC(N)=O)C12CC3CC(CC(C3)C1)C2 (centres undefined)	-1%	5%	4%
O=C(CNC(=O)c1cccc([N+](=O)[O-])c1)NC1CCCc2ccccc21 (centres undefined)	?	1%	2%
CCN1C(=O)[C@@H]2[C@@H](c3ccc(SC4CCCCC4)c(OC)c3)N3CCCC[C@@]3(C(=O)OC)[C@@H]2C1=O	?	1%	-9%
COc1ccc(S(=O)(=O)N2CCN(CC(=O)NC3CCCC3)CC2)cc1	-9%	·	1%
COc1cccc(-c2[nH]nc3c2C(c2ccc(C)o2)C(C#N)=C(N)O3)c1 (centres undefined)	-19%	6%	-18%
Cc1nnc(SCC(=O)NC(C)(C)C)n1CCc1ccccc1	-17%	0%	-1%
Cc1[nH]c2ccccc2c1-c1nc(-c2ccc(Cl)cc2)nnc1-c1ccccc1	·	-1%	-7%
CCOC(=O)c1cnn(-c2ccccc2)c1NC(=O)CCl	-20%	0%	1%
Cn1cc(S(=O)(=O)CC(=O)Nc2ccc3c(c2)OCCO3)c2ccccc21	-4%	-4%	-7%
C#CC(CC)(CC)NC(=O)c1c(C)noc1C	-17%	2%	1%
CCOC(=O)c1ccc(NC(=S)NCCCN2CCCCC2)cc1	-14%	5%	-2%
Cc1oc2c(c1C(=O)NCc1ccccc1F)C1=NCCN1C=N2	-11%	7%	-13%
CC(C)OP(=O)(c1ccc(N(C)C)cc1)C(O)c1ccc(C(C)C)cc1 (centres undefined)	-10%	·	-5%
O=C(Nc1ccccc1C(=O)NCc1cccnc1)c1ccccc1Cl	-11%	4%	0%
CN(C)C1=NCCN1CCCC1CCCC1	12µM*	-5%	-3%
CCN1CCCC1CNC(=O)c1cc2c(C)nc3ccccc3c2o1 (centres undefined)	-28%	6%	-6%
O=C(c1ccco1)N1CCN(C(c2ccc(Cl)cc2)c2nnnn2CC2CCCO2)CC1 (centres undefined)	-24%	3%	-2%
CCCc1nc2c(=O)n(C)c(=O)[nH]c2n1C	-9%	3%	-7%
COc1ccccc1N1CC(C(=O)Nc2ccc(S(=O)(=O)N3CCOCC3)cc2)CC1=O (centres undefined)	11%	-12%	-9%
O=C(OCC(=O)N1CCOCC1)c1ccccc1OCc1ccccc1Cl	?	2%	-7%
CCOC(=O)c1c(C)[nH]c(CCC(=O)NCc2cc(OC)c(OC)c(OC)c2)c1C	?	0%	-9%
O=C(COc1ccccc1Cl)Nc1nnc(S(=O)(=O)N2CCCCCC2)s1	?	4%	-1%&-3%
COc1ccc(Cl)cc1C(=O)NCC(C)C	-11%	5%	-7%
COC(=O)N/N=C/c1ccc(-c2cccc(Cl)c2)o1	?	2%	-2%

Reformatted with two lines to a compound: six of the compounds above
Values run as follows: DT40 TDP1 no CPT	TDP1 block	GCN5L2 inh
- COC(=O)N/N=C/c1ccc(-c2cccc(Cl)c2)o1
    ?	2%	-2%
- C#CC(CC)(CC)NC(=O)c1c(C)noc1C
    -17%	2%	1%
- CCN1CCCC1CNC(=O)c1cc2c(C)nc3ccccc3c2o1 (centres undefined)
    -28%	6%	-6%
- O=C(Nc1ccccc1C(=O)NCc1cccnc1)c1ccccc1Cl
    -11%	4%	0%
- COc1ccccc1N1CC(C(=O)Nc2ccc(S(=O)(=O)N3CCOCC3)cc2)CC1=O (centres undefined)
    11%	-12%	-9%
- Cc1nnc(SCC(=O)NC(C)(C)C)n1CCc1ccccc1
    -17%	0%	-1%

(further entries)
SMILES	DT40 TDP1 no CPT	TDP1 block	GCN5L2 inh
CCOC(=O)[C@@H]1[C@H]2COc3ccc(Br)cc3[C@@H]2N2C(=O)N(c3ccccc3)C(=O)[C@@]12C	-17%	·	-3%
Cc1ccccc1CS(=O)(=O)c1cn(CC(=O)N2CCC(C)CC2)c2ccccc12	13µM*	3%	-5%
CC(C)CNC(=S)N1CCC(c2nc(-c3ccc(F)cc3)no2)CC1	21µM*	5%	-4%
Cc1ccc(C(=O)CC2(O)C(=O)N(Cc3ccc4c(c3)OCO4)c3ccccc32)cc1 (centres undefined)	?	0%	-10%
NC(=O)c1nsc(C(=O)N(c2ccccc2)C(C(=O)NC2CCCC2)c2ccncc2)c1N (centres undefined)	-23%	·	-5%
COc1ccc(/C=C(/C#N)c2nc(-c3cc4ccccc4oc3=O)cs2)cc1	15µM*	0%[12.3 µM]	-1%
Cc1ccc(C)c(OC(=O)c2cccc(S(=O)(=O)N3CCN(C)CC3)c2)c1	-20%	3%	-4%
CCc1ccc(N2CC(C(=O)NCCC3=CCCCC3)CC2=O)cc1 (centres undefined)	1%	1%	-20%
COc1ccccc1NC(=O)N(Cc1nnc2n1CCCCC2)c1ccc(F)cc1	-18%	-3%	-4%
CCn1c(=S)[nH]c2cc(C(=O)OC)ccc2c1=O	?	2%	-11%
COc1cccc(CNC(=O)CCS(=O)(=O)c2cccc3nonc23)c1	-6%	-2%	11%
COc1ccc(-c2cn3c(n2)sc2cc(C(=O)Nc4ccc(C)c(C)c4)ccc23)cc1	?	-5%	-11%
CN(C)CCCNC(=O)/C=C/c1ccc2c(c1)OCO2	7%	-1%	-3%
COc1cc(C(C)=O)ccc1OCC(=O)NCC(c1ccc(F)cc1)N1CCOCC1 (centres undefined)	-14%	0%	-6%
CCOC(=O)C1=C(N)Oc2c(oc(CO)cc2=O)C1c1ccc(F)cc1 (centres undefined)	-25%	0%	-1%
COc1cccc(-c2cc(=O)c3cc(NC(=O)c4ccc(C)cc4)ccc3[nH]2)c1	·	-2%	-7%[88.6 µM]
O=C(O)COCC(=O)N1CCN(C2c3ccccc3-c3ccccc32)CC1	7%	-1%	-5%
O=C1CCCC2=C1C(c1ccsc1)CC(=O)N2c1ccccc1 (centres undefined)	-10%	-2%	-10%
Clc1ccc(CN2CCCCCC2)cc1Cl	7%	·	-2%
COc1ccc(NC(=O)CSC2=Nc3ccccc3C3=NC(CCC(=O)NCc4ccc(F)cc4)C(=O)N23)cc1Cl (centres undefined)	15µM*	5%	-5%
CCC(C)NCCOCCSc1ccc(Cl)cc1 (centres undefined)	?	-4%	-8%
Cc1cccc(-c2noc(CCCC(=O)NC3CCCC3)n2)c1	?	·	-8%
COc1ccc(C(=O)C2CCCN(S(=O)(=O)C(C)C)C2)c(C)c1 (centres undefined)	?	0%	-1%
N#CCCN(C(=O)COC(=O)c1ccc(CNS(=O)(=O)c2ccc(F)c(Cl)c2)cc1)c1ccc(F)cc1	?	7%	-12%
CN(CC(=O)N1CCN(c2ccccn2)CC1)S(=O)(=O)c1ccccc1	-6%	0%	-7%

Compound activity: PubChem BioAssay, National Center for Advancing Translational Sciences (NCATS)

Only part of the results is shown; rates above refer to the full screens.
